# From PubChem
# GAA glycogen mod: qHTS Assay for Inhibitors and Activators of Human alpha-Glucosidase Cleavage of Glycogen | Lysosomal alpha-glucosidase (Homo sapiens), P10253 | recombinant GAA, glycogen substrate, Amplex Red glucose oxidase fluorescence | Potency, µM (doses to about 76.4 µM), for the others: top-dose activity change, negative = inhibition, actives largely listed as inhibitors | 0.38% of 300,000 active;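 note: 0% = full enzyme reaction and -100% = no-enzyme basal signal; the screen sought inhibitors and activators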
#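 qHTS, 1536-well; enzyme 4 nM final; cpd up to 77 uM; substrate bovine liver glycogen 30 ug; 50 mM citrate/phosphate pH 5.0, 0.01% Tween-20; 37 C, 40 min; Amplex Red detection 45 min RT; Hill fit → AC50.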
# GAA inhib: qHTS Assay for Inhibitors of Human alpha-Glucosidase as a Potential Chaperone Treatment of Pompe Disease. purified human GAA, 4-MU-alpha-glucoside fluorescence. Potency, µM (highest dose often 76.9 µM), inactives show at the top dose activity change, negative = inhibition, actives largely listed as inhibitors. Lysosomal alpha-glucosidase (Homo sapiens), P10253. AID 1466, 2008. 0.005% of 200,000 active;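 note: plate controls were uninhibited enzyme wells for no effect and no-enzyme background for full effect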
#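 qHTS format, compound range up to 77 uM. Human lysosomal enzyme at 4 nM, 400 uM 4-MU glucoside substrate, pH 5.0, 20 min room temperature; fluorescence after alkaline stop gives activity normalized to controls.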
# ALDH1A1 inh: qHTS Assay for Inhibitors of Aldehyde Dehydrogenase 1 (ALDH1A1) | Aldehyde dehydrogenase 1A1 (Homo sapiens), P00352 | AID 1030, 2008 | 7.3% of 220,000 active | Potency, µM (highest dose often 75.3 µM), for inactives: top-dose activity, negative = inhibition, most hits filed as inhibitors | Purified ALDH1A1, NADH fluorescence, propionaldehyde substrate; active = well fitted inhibition curve with a large enough effect, not every such curve was filed as active; inconclusive = small, poorly fitted or top-dose-only effect, or another doubt; inactive = no such curve, though single readings can be large or run the other way;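 note: plate controls were no enzyme wells and a reference inhibitor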
# RGS12 GoLoco inh: qHTS Assay for Inhibitors of RGS12 GoLoco Motif Activity (Red Fluorophore). Guanine nucleotide-binding protein G(i) subunit alpha-1 (Homo sapiens), P63096. Gai1:RGS12 GoLoco peptide FP, rhodamine, 10 min. Potency, µM (top dose mostly 61.6 µM), inactives show at the highest dose activity, negative = inhibition, usual class: inhibitors. 0.44% of 230,000 active. AID 880, 2007; active = well fitted inhibition curve with a large enough effect, not every such curve was filed as active; inactive = no such curve, though single readings can be large or run the other way; note: % is set by controls: 0 for no effect and ±100 for the full control effect; nearly all actives have a fitted effect of over 30% in size; many of its hits are not listed in these tables
# Target sequence (P63096 whole entry, looked up): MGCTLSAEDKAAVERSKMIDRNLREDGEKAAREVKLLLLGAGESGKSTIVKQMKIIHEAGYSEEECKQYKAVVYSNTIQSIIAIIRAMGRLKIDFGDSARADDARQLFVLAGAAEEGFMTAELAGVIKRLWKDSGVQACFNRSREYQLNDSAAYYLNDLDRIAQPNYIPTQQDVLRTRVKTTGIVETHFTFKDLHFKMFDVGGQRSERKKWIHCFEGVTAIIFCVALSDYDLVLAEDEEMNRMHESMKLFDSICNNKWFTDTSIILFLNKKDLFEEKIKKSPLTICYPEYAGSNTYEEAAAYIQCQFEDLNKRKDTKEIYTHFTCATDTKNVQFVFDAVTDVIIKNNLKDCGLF
# JMJD2E inh: qHTS Assay for Inhibitors of Human Jumonji Domain Containing 2E (JMJD2E). JMJD2E catalytic domain, FDH-coupled NADH fluorescence (FDH is formaldehyde dehydrogenase). Potency, µM (series often up to 57.1 µM), for the others: at the top dose activity change, negative = inhibition, hits mostly inhibitors. 1.6% of 230,000 active. AID 2147, 2009; active = well fitted inhibition curve with a large enough effect, not every such curve was filed as active; inconclusive = small, poorly fitted or top-dose-only effect, or another doubt; inactive = no such curve, though single readings can be large or run the other way;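 note: 0% = wells with enzyme and -100% = buffer wells without enzyme; nearly all actives have a fitted effect of over 50% in size; many of its hits are not listed in these tables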
# Target sequence (B2RXH2 1-337 limits assumed): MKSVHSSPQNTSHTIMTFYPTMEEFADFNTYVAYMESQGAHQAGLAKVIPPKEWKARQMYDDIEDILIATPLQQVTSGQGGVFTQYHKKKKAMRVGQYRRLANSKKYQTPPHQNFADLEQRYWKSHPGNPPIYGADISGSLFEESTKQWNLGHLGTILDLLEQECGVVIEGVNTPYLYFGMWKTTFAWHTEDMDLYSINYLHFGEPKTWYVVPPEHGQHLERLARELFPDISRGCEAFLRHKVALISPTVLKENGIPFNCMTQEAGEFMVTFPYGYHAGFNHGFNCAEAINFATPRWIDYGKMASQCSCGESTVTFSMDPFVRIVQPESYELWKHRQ
# GLA spleen mod: qHTS Assay for Inhibitors and Activators of Human alpha-Galactosidase From Spleen Homogenate | Potency, µM (titrated, usually from 80 µM), for the others: top-dose activity change, negative = inhibition, most hits filed as inhibitors | Alpha-galactosidase A (Homo sapiens), P06280 | human spleen homogenate, 4MU-alpha-Gal fluorescence, 40 min | 0.008% of 240,000 active;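 note: 0% = enzyme with vehicle and -100% = no enzyme basal signal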
# Target sequence (P06280 32-429 limits assumed): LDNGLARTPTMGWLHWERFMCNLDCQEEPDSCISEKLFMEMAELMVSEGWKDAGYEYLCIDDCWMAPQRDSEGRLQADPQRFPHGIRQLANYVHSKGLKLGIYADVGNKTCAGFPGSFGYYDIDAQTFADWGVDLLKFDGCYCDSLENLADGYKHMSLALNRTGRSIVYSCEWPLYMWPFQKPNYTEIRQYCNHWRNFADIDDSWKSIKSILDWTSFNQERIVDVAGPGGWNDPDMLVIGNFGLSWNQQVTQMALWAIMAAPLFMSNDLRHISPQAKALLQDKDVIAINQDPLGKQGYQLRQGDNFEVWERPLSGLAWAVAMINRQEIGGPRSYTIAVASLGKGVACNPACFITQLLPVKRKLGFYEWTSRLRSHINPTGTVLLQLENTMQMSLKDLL
#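 Spleen homogenate 1 ug + cpd (titration) + 4-MU-alpha-D-galactopyranoside 1 mM; 37C 40 min; 50 mM citrate/phosphate pH 5.0, 0.01% Tween-20; stop pH 10; fluorescence 365/440; AC50 via Hill.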
# aGlu spleen mod: qHTS Assay for Inhibitors and Activators of Human alpha-Glucosidase From Spleen Homogenate | Lysosomal alpha-glucosidase (Homo sapiens), P10253 | human spleen homogenate, 4-MU-alpha-glucoside fluorescence | Potency, µM (titrated, usually from 79.9 µM), inactives show at the top dose activity change, negative = inhibition, hits mostly inhibitors | 0.006% of 240,000 active;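 note: 0% = enzyme with vehicle and -100% = no enzyme basal signal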
#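 Human spleen homogenate (1 ug) incubated with compounds and 1 mM 4-methylumbelliferyl-alpha-D-glucopyranoside in pH 5.0 citrate/phosphate buffer, 37 C, 40 min. Stopped at pH 10; 4-MU fluorescence (Ex 365/Em 440 nm); AC50 by Hill fit.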
# SMN2 splice enh: qHTS Assay for Enhancers of SMN2 Splice Variant Expression | HEK293 SMN2-luciferase splicing reporter, luminescence, 30-36 h | Potency, µM (highest dose often 46.1 µM), for inactives: top-dose activity change, positive = activation, most hits filed as activators | 2.8% of 210,000 active | AID 1458, 2008; note: % of control where 0% means no effect; nearly all actives have a fitted effect of over 55% in size
#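 qHTS luciferase splicing reporter: luminescence rises when SMN2 exon 7 is included in transfected HEK293 cells. Compound exposure lasted 30-36 h at 37C, with 4.5 mM final sodium butyrate as control, followed by a ONE-Glo read.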
# The depositor's hits bear a star; u = inconclusive; x = no result given; & = joins results of further samples; [ ] = remark or other dose. Unless noted, calls come from the whole dose curve; as a rule, active = well fitted curve in the direction sought with a large enough effect; inconclusive = small, poorly fitted or top-dose-only effect, or another doubt; inactive = no such curve, though single readings can be large; an effect the other way counts as inactive or inconclusive. Potency is the fitted concentration of half-maximal effect.
SMILES	GAA glycogen mod	GAA inhib	ALDH1A1 inh	RGS12 GoLoco inh	JMJD2E inh	GLA spleen mod	aGlu spleen mod	SMN2 splice enh
COc1cc(CNc2cc(C)ccc2C)cc(OC)c1OC	-0.7%	8.2%	u	4.1%	-4.8%	3.1%	-12.1%	-28.1%
CC(C)C(=O)Nc1cccc(C(=O)Nc2cc([N+](=O)[O-])ccc2F)c1	-15.3%	1.0%	-5.4%	5.2%	0.0%	2.7%	-20.2%	20.3%
CC(=O)N/C(=C\c1ccc2c(c1)OCO2)C(=O)NC(C(=O)O)c1ccccc1 (stereo not given)	3.8%	x	x	-4.2%	-22.4%	0.5%	-3.8%	x
CC(NC(=O)/C=C/c1ccco1)c1nc2ccccc2n1Cc1ccccc1F (stereo not given)	-2.4%	3.6%	u	14.6%	-9.8%	-6.1%	2.3%	5.8%
CCNC(=O)c1ccc(NS(=O)(=O)c2ccccc2)cc1	1.7%	u	9.8%	-0.3%	5.3%	8.0%	-6.4%	-8.0%
Cn1c(=O)c2c(nc(NCc3ccco3)n2C)n(C)c1=O	2.3%	-3.1%	-5.5%	2.9%	0.1%	-4.0%	-13.6%	x
COc1cc2[nH]c(=O)n(Cc3ccc(C(=O)NCCCN4CCC(C)CC4)cc3)c(=O)c2cc1OC	-0.4%	0.3%	u	-3.0%	-28.9%	-2.9%	-12.2%	21.9%
CC(C)NC(=O)NC(=O)COC(=O)C1CCCN1C(=O)c1cccs1 (stereo not given)	-11.3%	1.6%	7.0%	4.7%	7.8%	2.6%	2.5%	-10.5%
CCCSc1n[nH]c(NC(C)=O)n1	7.2%	-3.7%[15.4 µM]	5.6%	-6.5%	4.3%	-2.3%	-1.2%	-7.2%
Cn1c(SCC(=O)c2ccc(-c3ccccc3)cc2)nnc1-c1ccco1	5.1%	-4.3%	10µM*	53.7%[activator]	-1.3%	-7.1%	-9.7%	-2.4%
N#CC1=C(Nc2ccccc2)SC=C(c2ccccc2)N=C1N1CCOCC1	-2.7%	-9.6%	25.1µM*	7.2%	-11.3%	17.5%	4.8%	-15.0%
COc1cc(O)c(C(CC(=O)N2CCCC2)c2ccc(N(C)C)cc2)c(OC)c1 (stereo not given)	8.0%	x	x	-8.9%	2.9%	6.9%&9.6%	0.2%&-0.2%	x
O=C(Nc1nc2ccc(S(=O)(=O)N3CCOCC3)cc2s1)c1cccs1	-11.3%	x	u	13.8%	u	24.9%	6.8%	x
CCC(=O)Oc1c(S(=O)(=O)c2ccc(C)cc2)c(C)nn1C(C)(C)C	-4.6%	-0.2%	3.5%	4.2%	7.1%	-6.6%	-6.6%	-12.4%
C=CCNC1=C2C[C@@H](C)C[C@H](OC)[C@H](O)[C@@H](C)/C=C(\C)[C@H](OC(N)=O)[C@@H](OC)/C=C/C=C(\C)C(=O)NC(=CC1=O)C2=O	x	x	-0.2%[13.5 µM]	-0.8%[14.2 µM]	x	-1.5%[17.5 µM]	2.6%[17.4 µM]	x
O=C(NC1CCCCCCC1)C1CCN(S(=O)(=O)N2CCC3(CC2)OCCO3)CC1	-2.3%	0.5%	u	10.9%	4.3%	-3.8%	-8.3%	-19.7%
COc1ccc(CNC(=O)C(Cc2ccccc2)n2cccc2)cc1 (stereo not given)	3.5%	x	x	5.0%	4.5%	13.4%	7.2%	x
CC(=O)CC(=O)NC1C2CC3CC(C2)CC1C3 (stereo not given)	-14.7%	-5.7%	-7.6%	2.7%	1.8%	-4.1%	-0.8%	1.2%
O=C(CCn1c(=O)sc2ccccc21)Nc1nc2ccccc2s1	-2.5%	-17.3%	-10.9%	7.1%	0.9%	3.5%	-3.9%	2.7%
O=C(NC(c1ccccc1)c1ccccc1)C1CCCO1 (stereo not given)	9.0%	-5.5%	0.3%	-5.0%	6.2%	-5.2%	-10.0%	-18.6%
Cc1cc(C)c(OCCN2C(=O)NC(C)(C)C2=O)c(Cl)c1	14.8%	-6.8%	u	-1.7%	-2.4%	6.5%	-14.4%	3.3%
CCCCOc1ccc(C(=O)Nc2ccc3c(c2)OCO3)cc1	-1.5%	1.1%	2.4%	-2.1%	u	1.0%	2.9%	u
O=C(Cn1cccc1C(=O)c1ccccc1)NCc1ccc2c(c1)OCO2	6.7%	-5.6%	u	-19.6%	-3.9%	4.6%	-5.6%	42.9%
CCOC(=O)c1cccnc1NC(=O)c1ccccc1	-6.3%	-8.6%	2.4%	5.4%	4.1%	1.3%	2.5%	16.2%
O=C(c1cccs1)N(Cc1ccco1)C1CCS(=O)(=O)C1 (stereo not given)	-0.2%	-2.2%	-16.0%	5.3%	0.2%	-1.1%	-2.0%	9.4%
COc1ccc(C(=O)NC(=S)N(CCC(C)C)c2c(N)n(Cc3ccccc3)c(=O)[nH]c2=O)cc1	u	5.9%	-10.0%	x	4.8%	-1.1%	-1.1%	x
CCc1ccc2[nH]c(=O)c(CN(CCN3CCCC3)C(=O)NC3CCCCC3)cc2c1	-4.8%	3.4%	u	x	u	-3.3%	-2.5%	x
N#Cc1cc2ccccc2nc1N	11.0%	u	u	-10.5%	u	1.6%	-16.9%	6.8%
Cc1ccc2nc(SCC(=O)N3CCN(c4ccccc4)CC3)[nH]c2c1	-1.2%	x	x	1.8%	8.4%	10.3%	8.1%	x
CC1(C)C(=O)OC(/C=C/c2cccc([N+](=O)[O-])c2)C(C)(C)C1=O (stereo not given)	1.6%	x	x	4.6%	11.5%	5.7%	6.8%	x
COc1cc(CN2CCNC(=O)C2CC(=O)NCCc2ncccc2C)cc(OC)c1 (stereo not given)	6.7%	-2.9%	23.8µM*	-28.9%	u	0.8%	-0.6%	x
C=CCC(C)(O)c1ccsc1 (stereo not given)	x	x	5.8%	-4.6%	5.6%	-3.9%	-9.4%	10.1%
COc1cc(-c2nnc(-c3ccccc3)o2)cc(OC)c1OC	1.4%	-2.1%	u	5.6%	u	-0.1%	-12.0%	16.5%
O=C(Nc1ccccc1N1CCCCC1)c1ccc(-c2cccc(Cl)c2)o1	-2.6%	u	7.2%	12.1%	0.9%	3.9%	-5.2%	-40.3%[inhibitor]
O=C(Nc1ccccc1N1CCN(C(=O)c2ccccc2)CC1)c1ccc2c(c1)OCO2	0.9%	-8.7%	10µM*	1.6%	1.3%	2.6%	-0.1%	-1.1%
Cc1ccc(S(=O)(=O)C2(C(=O)N(C)C3CCCCC3)CC2)cc1	12.4%	13.3%	-15.0%	7.0%	12.6%	-15.6%	-8.7%	-12.7%
COc1cc(/C=N/Nc2ccccc2)ccc1OC(=O)c1cccs1	u	-2.3%	u	2.4%	6.9%	0.2%	-1.6%	u
CN(C)C(=O)c1ccc(-c2nc(N3CCOCC3)c3ccccc3n2)cc1	x	x	u	7.7%	x	8.3%	8.4%	x
O=C(CN1CCC(NC(=O)Nc2ccccc2-c2ccccc2)CC1)NCc1ccco1	0.5%	0.3%	0.8%	6.2%	4.0%	-4.0%	-3.3%	-9.0%
COc1ccc(NC(=S)N/N=C2\CC(C)(C)Oc3ccc(OC)cc32)cc1	-15.2%	-3.5%	u	0.8%	u	1.7%	2.2%	-1.9%
Nc1ncnc2c1nc(SCCO)n2Cc1ccccc1	8.3%	-0.7%	1.8%	13.3%	3.5%	4.7%	-6.4%	-26.4%
CCOC(=O)c1[nH]c(C)c(C(=O)NC2CCN(C(=O)OCC)CC2)c1C	5.1%	-4.6%	4.1%	-9.9%	5.9%	-2.6%	-8.3%	0.8%
COc1cccc2cc(C(=O)N3CCc4ccccc4C3)c(=O)oc12	-11.4%	-0.6%	-0.3%	-7.8%	-1.7%	8.0%	5.4%	-5.3%
Cc1cc(SCC(=O)OCC(=O)NCC2CCCO2)c(C)cc1Br (stereo not given)	-8.8%	-2.2%	3.8%	7.9%	-1.2%	-2.7%	5.0%	3.3%
O=C(Cc1ccc(Br)c2ccccc12)N/N=C/c1ccccn1	-15.8%	-3.9%	-12.5%	11.1%	u	-2.8%	-3.1%	-31.2%[inhibitor]
COc1cc(S(=O)(=O)NCCc2ccc3c(c2)OCO3)ccc1-n1cnnn1	2.1%	1.0%	u	5.2%	4.3%	0.4%	4.2%	5.8%
O=[N+]([O-])c1ccc(N/N=C2\CC3CC=CC23)c([N+](=O)[O-])c1 (stereo not given)	6.6%	-7.2%	u	0.9%	1.3%	-3.4%	-3.8%	-22.6%
CC(C)c1ccccc1NC(=S)NCc1nc2ccccc2[nH]1	0.0%	2.6%	6.2%	19.1%	u	3.1%	0.3%	-10.4%
COc1ccc(OC)c(-n2c(SCC(=O)NCc3ccco3)nnc2-c2c[nH]c3ccccc23)c1	3.1%	-7.5%[15.4 µM]	-3.6%	5.2%	-0.2%	0.3%	1.2%	-0.5%
O=[N+]([O-])c1ccccc1CNC(Cc1ccccc1)c1ccccc1 (stereo not given)	-14.7%	-11.9%	12.6µM*	-2.7%	2.4%	-24.4%	-17.5%	-23.2%

# (listing goes on)
SMILES	GAA glycogen mod	GAA inhib	ALDH1A1 inh	RGS12 GoLoco inh	JMJD2E inh	GLA spleen mod	aGlu spleen mod	SMN2 splice enh
O=C(CCN1CCOCC1)c1ccc(Br)cc1	-5.0%	11.7%	0.1µM*	-9.4%	4.0%	-0.5%	8.8%	x
O=C(CSc1ncnc2c1cnn2-c1ccc(Cl)cc1)NCc1ccc2c(c1)OCO2	4.2%	-3.5%	-3.7%	3.4%	1.1%	0.4%	-1.8%	-20.7%
O=c1c2ccccc2nc2c3ccccc3c(Cl)nn12	13.2%	0.2%	8.3%	9.7%	-4.2%	-3.0%	0.7%	-64.8%[inhibitor]
COCCOc1ccc(C(F)(F)F)cc1N	-16.9%	5.0%	10.0%	14.6%	-4.8%	0.5%	5.4%	x

# Not all compounds are listed. The share of hits here may be higher or lower than overall.
